GRP78 ERSR act – ER stress response induction in glioma; U87-MG GRP78 promoter luciferase reporter, 16 h; Potency, µM, inactives show at the top dose activation, actives largely listed as activators; 420,000 tested, 0.02% active; note: potency is the fitted concentration of half-maximal effect; series mostly up to about 76 µM; % of control where 0% means no effect; nearly all actives have a fitted effect of over 35% in size
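ERSR induction read as luciferase luminescence (Bright-Glo, 10 min at room temperature) in stably transfected human U87-MG glioma cells exposed to compounds for 16 h, using GRP78 as sensor.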
RXFP1 antag – RXFP1 (human) relaxin receptor antagonism. AID 1259400. 350,000 tested, 0.59% active. Q9HBX9. HEK293-RXFP1, relaxin-stimulated cAMP HTRF, 30 min; hits give low values. activity change, negative = inhibition, % at 57.5 µM;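 active = activity change of -60% or lower, but not beyond a set lower limit; inconclusive = change between -60% and -40%, or beyond the set limit; inactive = change above -40%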; note: % is set by controls: 0 for no effect and ±100 for the full control effect
Target sequence (Q9HBX9 whole entry, looked up): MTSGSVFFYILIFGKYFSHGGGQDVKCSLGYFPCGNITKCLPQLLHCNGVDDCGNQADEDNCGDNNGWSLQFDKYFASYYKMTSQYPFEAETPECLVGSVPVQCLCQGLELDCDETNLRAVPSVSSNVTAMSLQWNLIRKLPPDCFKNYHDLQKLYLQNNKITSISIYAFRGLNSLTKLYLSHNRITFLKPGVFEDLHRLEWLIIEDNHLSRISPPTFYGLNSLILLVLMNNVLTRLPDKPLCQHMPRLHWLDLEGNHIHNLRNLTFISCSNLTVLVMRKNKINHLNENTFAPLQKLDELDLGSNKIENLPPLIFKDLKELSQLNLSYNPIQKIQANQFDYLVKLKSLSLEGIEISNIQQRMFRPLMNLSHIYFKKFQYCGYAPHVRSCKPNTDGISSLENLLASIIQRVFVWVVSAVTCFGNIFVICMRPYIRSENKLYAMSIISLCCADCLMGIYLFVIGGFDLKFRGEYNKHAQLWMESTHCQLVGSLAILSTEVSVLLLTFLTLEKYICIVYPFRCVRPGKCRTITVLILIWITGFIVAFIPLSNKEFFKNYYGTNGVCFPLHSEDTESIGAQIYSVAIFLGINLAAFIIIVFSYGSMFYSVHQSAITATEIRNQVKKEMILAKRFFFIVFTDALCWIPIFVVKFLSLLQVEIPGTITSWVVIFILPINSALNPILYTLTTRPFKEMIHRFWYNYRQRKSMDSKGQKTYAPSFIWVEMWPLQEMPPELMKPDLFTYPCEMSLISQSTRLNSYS
D1 potentiator – potentiators of human D1 dopamine receptor; HEK293 TREx D1 cells, calcium flux, dopamine EC20 potentiation; 360,000 tested, 0.036% active; potentiation, % at 10 µM; in the data active = potentiation above about 30%; note: 0% is about no effect
Vif-A3G inh – Vif-A3G binding inhibition. Q9HC16. HeLa A3G-eYFP + Vif (tagged APOBEC3G with the HIV-1 protein that degrades it), YFP fluorescence, overnight. Potency, µM (top dose mostly 46.1 µM), for the others: at the top dose activity, negative = active, hits mostly inhibitors. 410,000 tested, 0.076% active. AID 602310;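 note: potency is the fitted concentration of half-maximal effect; % is set by controls: 0 for no effect and ±100 for the full control effect; nearly all actives have a fitted effect of over 60% in size; hits raise eYFP signal because A3G escapes Vif-driven loss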
Target sequence (Q9HC16 whole entry, looked up): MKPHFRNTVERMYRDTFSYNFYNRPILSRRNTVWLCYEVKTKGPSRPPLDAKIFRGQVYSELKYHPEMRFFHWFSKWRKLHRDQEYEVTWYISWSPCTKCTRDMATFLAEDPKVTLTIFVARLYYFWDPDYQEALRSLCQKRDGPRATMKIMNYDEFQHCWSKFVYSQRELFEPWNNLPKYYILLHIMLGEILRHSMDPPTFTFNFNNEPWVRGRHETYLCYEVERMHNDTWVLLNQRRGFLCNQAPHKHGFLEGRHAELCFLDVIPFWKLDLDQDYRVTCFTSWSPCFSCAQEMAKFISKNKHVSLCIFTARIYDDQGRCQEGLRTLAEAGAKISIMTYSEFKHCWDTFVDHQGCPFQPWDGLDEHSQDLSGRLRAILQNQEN
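Read-out is eYFP fluorescence (Ex 488/Em 500-530) from Vif-expressing HeLa A3G-eYFP cells; more signal means A3G escaped Vif-mediated degradation. Cells plated overnight, compound pinned in, incubated overnight at 37 deg C.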
D1 antagonist – blocks dopamine activation of the human D1 receptor; 360,000 tested, 3.2% active; P21728; activity change, negative = inhibition, % at 10 µM; HEK293 TREx D1 cells, calcium flux, dopamine EC80; hits give low values; in the data active = activity change below about -30%; note: % is set by controls: 0 for no effect and ±100 for the full control effect
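Cells carrying a force-coupled, tetracycline-inducible human D1 receptor report calcium flux. Each well gets a 10 s baseline, compound with 180 s monitoring, then an EC80 dopamine stimulus with a second 180 s kinetic read.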
Vif-APOBEC3F blk – Vif-A3F binding inhibition; HeLa A3F-eYFP + Vif (tagged APOBEC3F with the HIV-1 protein that degrades it), YFP fluorescence increase; Potency, µM (top dose mostly 46.1 µM), for inactives: at the top dose activity, negative = active; 390,000 tested, 0.2% active; note: potency is the fitted concentration of half-maximal effect; % of control where 0% means no effect; nearly all actives have a fitted effect of over 65% in size
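HeLa cells stably expressing A3F-eYFP plus Vif, plated and incubated overnight at 37 deg C, then exposed to compounds overnight at 37 deg C. Blocked degradation read as raised yellow fluorescence (Ex 488/Em 500-530).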
D1 agonist – activates the human D1 dopamine receptor; 360,000 tested, 1% active; P21728; AID 504660; HEK293 T-REx D1 cells, calcium flux, agonist mode; activation, % at 2 µM; in the data active = activation above about 30%; note: 0% is about no effect
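Tetracycline-induced HEK293 TREx D1 cells, force-coupled to calcium signalling, were dye-loaded with a no-wash calcium kit. Compound was pin-added after a 10 s baseline. Fluorescence was read kinetically at 1 cycle/s for 180 s, with calcium rises flagged as agonism.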
RXFP1 ag – activates the human relaxin receptor RXFP1. 370,000 tested, 0.3% active. AID 2676. Potency, µM (highest dose often 57.5 µM), for inactives: top-dose activation, actives largely listed as activators. HEK293T-RXFP1 cAMP TR-FRET, 30 min; response scale: percent of porcine relaxin response, buffer zero; note: potency is the fitted concentration of half-maximal effect; % is set by controls: 0 for no effect and ±100 for the full control effect; nearly all actives have a fitted effect of over 60% in size; many of its hits are not listed in these tables
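HEK293T cells stably expressing RXFP1 were pretreated with the PDE4 inhibitor Ro 20174, exposed to compounds for 30 min at 37C, lysed, and cAMP was read by TR-FRET. Data normalized to buffer (basal) and 29 nM porcine relaxin (100%).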
D2 potentiator – positive allosteric modulators of human D2 dopamine receptor | P14416 | HEK293 T-REx D2, calcium flux, EC20 dopamine potentiation | potentiation, % at 10 µM | 340,000 tested, 0.34% active | AID 485347;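 active = potentiation over 3 SD above the plate norm, cut at about 30% in these data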; note: 0% is about no effect
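Primary screen. Calcium kinetics in induced HEK293 T-REx D2 cells: compound pre-addition 180 s, EC20 dopamine, 180 s more.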
* marks the source's active call; other numbers are inactive results; ? = inconclusive; nt = no result given. Unless noted, calls come from the whole dose curve; as a rule, active = well fitted curve in the direction sought with a large enough effect; inconclusive = small, poorly fitted or top-dose-only effect, or another doubt; inactive = no such curve, though single readings can be large; an effect the other way counts as inactive or inconclusive. These rows are one share of the data; count on the stated rates, not on these rows.

SMILES	GRP78 ERSR act	RXFP1 antag	D1 potentiator	Vif-A3G inh	D1 antagonist	Vif-APOBEC3F blk	D1 agonist	RXFP1 ag	D2 potentiator
COc1ccc(CCN2C(=O)CC(Cc3ccc(Br)cc3)C2=O)cc1OC (configuration not stated)	-4%	-8	-2	0%	-7	0%	4	-0.4%	-4
CC1Sc2ccc(S(=O)(=O)N(C)Cc3ccccc3)cc2NC1=O (configuration not stated)	-7%	17	-4	2%	-13	-8%	9	-0.5%	4
COc1cc2c(=O)n(Cc3ccccc3Cl)c(=O)n(CC(=O)Nc3ccccc3)c2cc1OC	-4%	nt	-2	-13%	-1	-9%	4	6.7%	nt
O=C(Nc1cccc(C(F)(F)F)c1)C(Sc1ncnc2ccccc12)c1ccccc1 (configuration not stated)	2%	-11	-5	-15%	0	-1%	4	-0.7%	7
O=C(NNc1nc2c(F)cccc2s1)C1=COCCO1	-3%	-8	-3	0%	-2	0%	0	3.7%	-6
Cn1c(=N)n(CC(=O)c2ccc(Br)cc2)c2ccccc21	-8%	-9	nt	-5%	nt	?	nt	nt	nt
COc1cc(C(=O)OCCCN2CCOCC2)cc(OC)c1OC	-3%	-5	nt	-3%	nt	-8%	nt	nt	nt
CCOc1ccc(CCNC(=O)C2CC=CCC2C(=O)OC(C)C)cc1OCC (configuration not stated)	7%	4	-1	0%	3	-1%	2	4.5%	1
CCCn1c(CN2CCN(C)CC2)nc2ccccc21	0%	-5	-1	0%	5	6%	2	-0.2%	2
O=C(COc1ccccc1)N1N=C(c2cccnc2)CC1(O)C(F)(F)F (configuration not stated)	-5%	3	-7	1%	7	9%	2	-0.4%	-5
COc1cccc(C2SCC(=O)N2c2ccc(Br)cc2)c1OC (configuration not stated)	-3%	-3	-9	-10%	-3	8%	2	-0.9%	-4
Cc1cnc(C(=O)OCC(=O)NC2CCCCCC2)cn1	-5%	-2	-2	-5%	-4	14%	2	7.3%	1
CCOC(=O)Cc1ccc(NC(=O)Nc2cc3c(cc2N2CCCCC2)n(C)c(=O)n3C)cc1	-1%	nt	0	-3%	7	-5%	5	13%	5
O=C(O)CN(Cc1ccco1)S(=O)(=O)c1ccccc1	-2%	-13	-8	1%	-5	4%	2	0.2%	12
CCOC(=O)c1c(C)oc2c1c(C(c1ccccc1)N1CCOCC1)c(O)c1ccccc12 (configuration not stated)	7%	10	-2	0%	-1	-8%	1	3.1%	-3
COc1cc(Cn2c(=O)sc3ccccc32)ccc1OC(C)C	-2%	-22	-5	-5%	-10	3%	6	4.3%	nt
N#Cc1c(F)cccc1N1CCN(Cc2ccc3c(c2)OCO3)CC1	-1%	-15	nt	0%	-37*	0%	8	1.4%	-35
O=C(NCc1cccs1)c1cccc(Nc2nc3ccc(Br)cc3[nH]2)c1	-2%	nt	-1	4%	0	-11%	5	0.7%	-6
Cc1ccc(S(=O)(=O)N2CC(=O)Nc3ccccc32)cc1C	-5%	9	4	2%	8	-1%	2	1.5%	1
CCCCOc1ccc(S(=O)(=O)n2c(C)nc3ccccc32)cc1	3%	4	-3	1%	6	-7%	3	-1.4%	14
Cc1cc(-c2nnc(SCC(=O)Nc3ccccn3)o2)no1	-4%	-3	-6	-1%	15	?	5	0.7%	-4
CCOc1ccc(OCCC(=O)OCC(=O)Nc2ccc(N3CCOCC3)cc2)cc1	-2%	-21	-2	-3%	-10	-4%	4	3.9%	12
Cc1ccc(S(=O)(=O)N(CC(=O)N(C(C)C)C(C)C)C(=O)N2CCN(C)CC2)cc1	-2%	10	-10	3%	-1	-4%	1	-2.2%	-5
Clc1ccc(-c2c[n+](Cc3ccc(Br)cc3)c3n2CCCCC3)cc1	-5%	2	-5	0%	-4	6%	3	2.7%	nt
Cc1ccc(Cn2c(CNC(=O)c3cccc(C)c3)nc3ccccc32)cc1	-4%	-7	-3	-4%	2	0%	9	2.0%	-9
CCOCCCNc1nc(=S)[nH]c2cc(OC)c(OC)cc12	-4%	2	-1	-1%	7	2%	0	17%	-7
COc1ccc(/C=N/NC(=O)CSCC(=O)Nc2ccccc2)cc1OC	0%	2	-3	0%	-22	-15%	4	3.1%	3
C=CCNC(=O)CN(c1cccc(Br)c1)S(C)(=O)=O	0%	-9	0	2%	-2	4%	3	-0.4%	0
O=C(Nc1ccccc1N1CCCCC1)c1ccccc1F	-2%	28	-7	-4%	1	-2%	-1	0.2%	10
CC(C)CCNC(=S)Nc1ccccc1F	0%	1	7	7%	1	-4%	2	0.0%	11
CC(C)(Oc1ccc(Cl)cc1)C(=O)OCC(=O)N1CCN(c2ccccc2)CC1	-4%	-23	-5	2%	-3	2%	2	0.2%	-2
COc1ccc(C)cc1NC(=O)CN1C(=O)C2CC=CCC2C1=O (configuration not stated)	-4%	2	5	1%	8	7%	1	-2.3%	17
CCCN=Cc1c(CCC)[nH]n(-c2nc3ccccc3s2)c1=O	3%	3	1	1%	-4	-8%	3	-4.5%	14
O=C(NCCN1CCCCCC1)C1CCN(S(=O)(=O)N2CCOCC2)CC1	-2%	-10	-2	0%	8	-3%	2	0.8%	6
CS(=O)(=O)N(CC(=O)NCCc1ccccc1)c1cc(C(F)(F)F)ccc1Cl	-2%	-7	-2	2%	-5	3%	7	6.9%	3
CCS(=O)(=O)c1ncc(N(Cc2ccco2)Cc2sccc2C)c(C(=O)Nc2ccc(C)cc2C)n1	-4%	-11	-2	4%	-4	1%	5	-0.4%	11
COC(=O)CC1C(=O)NC2CCCCC2N1C(=O)CCl (configuration not stated)	-3%	10	0	4%	-2	3%	4	0.1%	7
CC(=O)Nc1sc2c(c1C(c1ccccn1)N1CCN(C)CC1)CCCC2 (configuration not stated)	-2%	9	-1	-30%	-7	18%	4	-0.9%	5
COc1ccc(CN2CCCN(C)CC2)c(OC)c1C	-4%	1	-2	3%	-5	-1%	9	1.5%	3
Cc1ccc(CNC(=O)CCS(=O)(=O)c2ccc3nc(C)sc3c2)cc1	-4%	-3	-1	-3%	-4	1%	1	2.8%	-2
O=C(NCC(c1cccs1)S(=O)(=O)c1cccs1)c1ccc(Cl)cc1 (configuration not stated)	1%	nt	0	-2%	nt	1%	-3	0.8%	nt
COC(=O)CCCC(=O)Nc1ccc(Br)cc1	3%	16	5	2%	-1	-12%	3	1.2%	-2
CCC1Nc2ncnc(N3CCCCC3)c2N(Cc2ccc(Br)cc2)C1=O (configuration not stated)	-1%	nt	-1	-14%	-22	-5%	0	0.5%	-8
Cc1cc(N2CCCCC2)nc2ccc(NC(=O)c3ccc(Br)o3)cc12	-13%	-28	1	-14%	7	7%	1	-0.2%	16
CCC1(C)Cc2ccccc2-c2nc3n(c(=O)c21)CCS3 (configuration not stated)	-1%	3	3	-4%	12	8%	0	9.4%	-1

Complete entries as entered above.
COc1ccc(C)cc1NC(=O)CN1C(=O)C2CC=CCC2C1=O (configuration not stated) in the list: GRP78 ERSR act: -4%; RXFP1 antag: 2; D1 potentiator: 5; Vif-A3G inh: 1%; D1 antagonist: 8; Vif-APOBEC3F blk: 7%; D1 agonist: 1; RXFP1 ag: -2.3%; D2 potentiator: 17
O=C(NCC(c1cccs1)S(=O)(=O)c1cccs1)c1ccc(Cl)cc1 (configuration not stated) in the list: GRP78 ERSR act: 1%; RXFP1 antag: nt; D1 potentiator: 0; Vif-A3G inh: -2%; D1 antagonist: nt; Vif-APOBEC3F blk: 1%; D1 agonist: -3; RXFP1 ag: 0.8%; D2 potentiator: nt

Later entries
SMILES	GRP78 ERSR act	RXFP1 antag	D1 potentiator	Vif-A3G inh	D1 antagonist	Vif-APOBEC3F blk	D1 agonist	RXFP1 ag	D2 potentiator
Cc1ccc(-n2ncc3c(NCc4ccccc4)ncnc32)cc1C	-1%	-8	-2	1%	-17	0%	-3	7.9%	8
O=C(CSc1ccc(F)cc1)Nc1ccc(N2CCOCC2)c(Cl)c1	6%	-8	-6	1%	-22	4%	14	-2.0%	12
CCCCc1nnc(NC(=O)c2ccc3[nH]c(=O)c(=O)[nH]c3c2)s1	-5%	3	1	4%	9	4%	5	3.2%	-10
Cc1cc(OCC(=O)NC(Cc2c[nH]c3ccccc23)C(=O)O)ccc1Cl (configuration not stated)	nt	0	4	nt	4	nt	0	3.0%	nt
COc1ccc(Cc2nnc(NC(=O)CSc3ccc(C)cc3)s2)cc1OC	3%	-4	6	1%	-1	6%	224*	0.7%	0
NC(=O)c1ccc(OCC(F)(F)C(F)(F)C(F)(F)C(F)(F)C(F)(F)C(F)F)cc1	-1%	15	-9	1%	-11	3%	0	2.5%	-3
O=C1C2C3C=CC(C3)C2C(=O)N1/N=C/c1cn(Cc2ccc(F)cc2)c2ccccc12 (configuration not stated)	-5%	1	0	3%	9	11%	5	-2.7%	2
CCn1c2ccccc2c2cc(/C=N/n3c(-c4cc(C)[nH]n4)n[nH]c3=S)ccc21	-1%	-29	16	-8%	-1	-3%	7	-0.7%	1
Cc1cccc2c(CC(=O)Nc3ccccc3)noc12	-1%	nt	-4	0%	1	-2%	4	0.7%	3
Cn1c(=O)c(C(=O)O)nn(-c2ccccc2)c1=O	-3%	-5	0	-8%	-5	4%	2	2.2%	-2
Cc1ccc(-n2ncc3c(N(C)Cc4ccccc4)ncnc32)cc1	3%	-14	3	0%	-12	3%	5	3.2%	9
Cc1cc(C)c(C#N)c(N2CCC(C(N)=O)CC2)n1	-7%	-4	-2	1%	-1	3%	1	5.1%	-3
COCCN1C(=O)c2oc3ccccc3c(=O)c2C1c1ccc(O)c(OC)c1 (configuration not stated)	-3%	-7	1	-6%	-15	0%	1	3.0%	11
CCCCC(=O)Nc1sc2c(c1C#N)CC(C)(C)OC2	4%	3	-7	4%	4	5%	-1	1.7%	-8
CC(=O)NCCC1CCCCN1Cc1nc(Cc2cccc(C(F)(F)F)c2)no1 (configuration not stated)	-1%	14	-8	1%	-50*	0%	1	-1.1%	2
COC(=O)c1ccc(-n2nnc(-c3nc(-c4ccc5c(c4)OCO5)no3)c2C)cc1	0%	4	2	6%	11	-5%	4	-1.3%	-7
COc1ccc2cc(C(=O)C3CCCN(C(=O)/C=C/c4ccccn4)C3)ccc2c1 (configuration not stated)	1%	-19	2	-16%	11	16%	4	0.0%	-9
O=C1CSc2cc(Cl)ccc2N1	-2%	-2	nt	-4%	nt	3%	nt	nt	nt
O=C(Nc1ccccc1F)c1nc(S(=O)(=O)Cc2ccccc2F)ncc1Cl	-12%	nt	-4	-13%	-45*	2%	1	1.9%	-1

Source: PubChem
